# Bioassay records deposited in PubChem by several laboratories.
# Tn6 DDE FP: DD(E)-Tn6 binding inhibition, primary FP screen. P02675. Fibrin DD(E) TRITC-Tn6 fluorescence polarization displacement. inhibition, % at 8.3 µM. hit rate 0.21% among 370,000. AID 720509;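 active = inhibition above a per-campaign cutoff: mean of compounds within control limits plus 3 SD, cut at about 15% in these data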;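 also: 0% = median of all compound wells on the plate and 100% = blocking peptide control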
# Target sequence (P02675 whole entry, looked up): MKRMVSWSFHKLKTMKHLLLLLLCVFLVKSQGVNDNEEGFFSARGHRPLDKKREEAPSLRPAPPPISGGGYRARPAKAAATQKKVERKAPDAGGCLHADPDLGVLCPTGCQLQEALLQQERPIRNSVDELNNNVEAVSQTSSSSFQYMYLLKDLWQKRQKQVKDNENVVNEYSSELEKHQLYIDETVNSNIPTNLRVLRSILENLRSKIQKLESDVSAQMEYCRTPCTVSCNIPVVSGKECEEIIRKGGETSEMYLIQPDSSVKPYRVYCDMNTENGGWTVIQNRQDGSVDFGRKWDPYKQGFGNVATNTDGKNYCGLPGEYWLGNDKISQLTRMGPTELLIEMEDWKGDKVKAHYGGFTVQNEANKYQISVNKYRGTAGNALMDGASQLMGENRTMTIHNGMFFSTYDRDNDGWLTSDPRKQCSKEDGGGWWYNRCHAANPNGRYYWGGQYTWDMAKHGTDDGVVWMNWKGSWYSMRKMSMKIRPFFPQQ
# ASAP1 inh: blocks human ASAP1-stimulated Arf1 GTP hydrolysis | inhibition, % at 16.5 µM | hit rate 0.19% among 360,000 | Q9ULH1 | GDP FP detection | AID 624377; in the data active = inhibition above about 25%;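 also: 0% = vehicle with enzyme and substrate and 100% = no enzyme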
# Target sequence (Q9ULH1 325-724 limits assumed): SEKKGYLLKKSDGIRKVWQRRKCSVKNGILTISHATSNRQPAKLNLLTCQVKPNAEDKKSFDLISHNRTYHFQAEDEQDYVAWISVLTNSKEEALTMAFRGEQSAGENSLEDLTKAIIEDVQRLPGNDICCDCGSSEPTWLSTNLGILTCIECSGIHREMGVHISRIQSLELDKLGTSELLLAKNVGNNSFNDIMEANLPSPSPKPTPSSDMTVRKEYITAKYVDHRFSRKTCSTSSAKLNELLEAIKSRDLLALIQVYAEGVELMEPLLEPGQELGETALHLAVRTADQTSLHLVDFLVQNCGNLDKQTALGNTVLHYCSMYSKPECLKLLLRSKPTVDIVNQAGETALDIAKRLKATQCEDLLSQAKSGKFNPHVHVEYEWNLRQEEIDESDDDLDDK
# ARFGAP1 inh: inhibitors of rat ARFGAP1. Q62848. Arfgap1-stimulated ARF1 GTP hydrolysis, GDP FP detection. inhibition, % at 16.5 µM. hit rate 0.26% among 360,000. AID 651572;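 active = inhibition above a per-plate limit, mean inhibition of low control wells plus 3 SD, cut at about 25% in these data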;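 also: 0% = DMSO wells with enzyme and 100% = wells lacking Arfgap1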
# Target sequence (Q62848 1-136 limits assumed): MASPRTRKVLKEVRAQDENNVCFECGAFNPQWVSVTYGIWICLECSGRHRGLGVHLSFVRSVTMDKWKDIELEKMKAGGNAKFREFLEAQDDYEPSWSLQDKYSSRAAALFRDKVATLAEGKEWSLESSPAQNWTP
#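 Material: truncated rat Arfgap1 GAP domain; Incubation: compound-enzyme preincubation 20 min, reaction 120 min, detection 60 min, 25 °C; Read-out: percent inhibition of Arfgap1-stimulated GTP hydrolysis; Technique: FP, GDP Alexa 633 tracer displaced from anti-GDP antibody, 620/688 nm; Controls: No-Arfgap1 wells (100%) versus DMSO full-reaction wells (0%); Replication: single well per compound.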
# HGIII-sPLA2 inh: Blocks human group III sPLA2 activity | Q9NZ20 | AID 743126 | QFRET BODIPY PC-A2 liposome hydrolysis, fluorescence | hit rate 0.56% among 370,000 | inhibition, % at 12.2 µM;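 active = inhibition above mean plus 3 SD of compounds lying within the high and low control bounds, cut at about 19% in these data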;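 also: 0% = median of test compound wells and 100% = no enzyme DMSO wells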
# UHRF1 MBD2 ctr: human UHRF1 methylated DNA binding inhibitors; Q96T88; UHRF1 binding to methylated oligo, TR-FRET; inhibition, % at 4.4 µM; hit rate 0.75% among 370,000; in the data active = inhibition above about 21%;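 also: UHRF1 SRA domain binding a hemimethylated CpG hairpin DNA probe; 0% = median of test compound wells and 100% = reference inhibitor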
# proKLK7 act: activates the human kallikrein-7 zymogen. P49862. purified proKLK7, EDANS-DABCYL substrate fluorescence; 100% is mature enzyme control, 0% vehicle. activation, % at 7 µM. hit rate 0.9% among 370,000. AID 652039;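 active = activation above the mean of all tested compounds plus 3 SD, computed per campaign excluding outliers beyond control limits, cut at about 13% in these data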
# DDE Tn7 FP inh: inhibitors of Tn7 peptide binding to human fibrin DD(E) | P02675 | FP displacement of FITC-Tn7 peptide from fibrin DD(E); 0% = median of compound wells per plate | inhibition, % at 8.3 µM | hit rate 0.13% among 370,000;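 active = inhibition above the mean of compounds falling within the control limits plus 3 SD of them, cut at about 14% in these data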;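 also: 0% = plate median of compound wells and 100% = 10 µM Aha-Tn7 peptide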
#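 Test system: human clot-derived fibrin DD(E) complex / Quantity: 2 µM final DD(E) protein / Incubation: 10 min plus 3 h, room temperature / Measured by: fluorescence polarization / Benchmarks: high control of 10 µM Aha-Tn7 peptide / Replicates: singlicate testing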
# PLCb3 inh: blocks human PLC-beta3 enzyme activity. Q01970. Purified PLC-beta3, fluorogenic substrate, fluorescence. inhibition, % at 12.2 µM. hit rate 0.18% among 370,000; in the data active = inhibition above about 11%;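 also: 0% = median of compound wells on plate and 100% = full blocker control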
# Rev-erbA mod: modulators of human Rev-erb alpha DNA binding; Rev-erbα–FITC-DNA binding, fluorescence polarization, 90 min; activity, % at 10 µM; hit rate 0.79% among 370,000; AID 1259318;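 active = activity above about 14%, limit read from the data; passing the limit was not always enough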;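 also: 0% = DMSO wells with 35 nM protein and 100% = DMSO wells with 750 nM protein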
# PLC-gamma1 inh: blocks human PLC-gamma1 enzyme activity; purified PLC-gamma1, fluorogenic substrate, fluorescence; AID 720700; P19174; inhibition, % at 12.2 µM; hit rate 0.84% among 370,000; in the data active = inhibition above about 9.5%
# Starred values were filed as active, the others as inactive; / = no result given.
SMILES,Tn6 DDE FP,ASAP1 inh,ARFGAP1 inh,HGIII-sPLA2 inh,UHRF1 MBD2 ctr,proKLK7 act,DDE Tn7 FP inh,PLCb3 inh,Rev-erbA mod,PLC-gamma1 inh
CCOC(=O)c1cccc(NC(=O)C2CCCN(S(=O)(=O)c3cnc[nH]3)C2)c1 (stereo not given),-9,-1,-6,-20,1,0.1,1,2,0,2
CC1(C)Cc2nc3sc4c(=O)n(CC(N)=O)cnc4c3cc2CO1,7,6,4,8,-3,-0.3,-6,2,-2,0
CC1(C(=O)NS(=O)(=O)c2ccc(C#N)cc2)CCN1C(=O)c1ccc(C2CCCCC2)cc1 (stereo not given),7,-18,-6,-30,0,0.5,2,-6,-8,-2
O=C(c1nc2ccccc2[nH]1)c1ccccc1[N+](=O)[O-],9,4,0,-2,0,0.1,-1,-4,4,1
NC(=O)CC(NC(=O)Cc1cccc2ccccc12)c1ccc(NCCc2cccc(F)c2)c([N+](=O)[O-])c1 (stereo not given),-10,6,-8,1,0,-0.3,-2,4,-3,5
COc1cccc(CSc2nc(N)cc(N)n2)c1,4,-1,1,8,1,0.7,3,-10,3,0
COc1ccc(N(C)C(=O)c2ccc3nc(-c4ccccc4)c(-c4ccccc4)nc3c2)cc1,2,-8,-4,-14,0,0.9,-5,-1,4,3
Cc1cccc(NC(NC(=O)c2cccnc2)C(Cl)(Cl)Cl)c1 (stereo not given),-7,4,5,-4,1,0.6,-6,3,0,6
NC(COCc1ccccc1)c1csc(NC(=O)Nc2cccc(C(F)(F)F)c2)n1 (stereo not given),-8,3,7,2,-1,0.0,-3,4,0,5
O=C(O)Cc1csc(Nc2cccc(Cl)c2)n1,0,4,-1,1,-3,0.2,-7,3,0,0
CCCOC(=O)C1=C(C)NC(=O)NC1c1cc2c(cc1Br)OCO2 (stereo not given),-5,-3,-5,0,1,-0.1,6,5,7,1
CCC(C)(C(=O)NC1CCCCC1)N(C(=O)C1CCC(=O)N1)c1ccc(C)cc1 (stereo not given),-1,-10,-6,1,1,-0.7,0,2,4,0
Cc1ccccc1NC(=O)N1C2CCCC1CC(NC(=O)C(C)(C)C)C2 (stereo not given),-2,18,1,2,3,-0.5,4,5,-3,6
Cc1cccc(-c2nc3c(c(SCC(=O)N(C)C)n2)CCCC3)c1,-3,9,-9,-3,-1,0.0,-1,0,4,0
N/C(=N\O)C1COc2ccccc2O1 (stereo not given),3,-9,-4,1,-3,0.6,-9,0,5,0
COc1ccc(NC(=O)CN(C)C(=O)c2ccc(S(=O)(=O)N3CCOCC3)cc2)cc1,-2,1,-5,0,1,0.6,4,1,-6,1
O=C(O)C1CC=CCC1C(=O)Nc1cccc([N+](=O)[O-])c1 (stereo not given),5,6,11,-3,1,0.3,5,2,5,0
O=C(NCCCl)Nc1cccnc1Cl,-3,19,-3,0,0,-0.9,-4,4,5,0
Cc1ccc(NS(=O)(=O)c2ccc(C(=O)OCC(=O)NCC3CCCO3)cc2)cc1 (stereo not given),-3,3,8,2,1,-0.1,7,-3,-5,5
C[C@H](O)[C@@H](C(=O)N1CCN(C(=O)OC(C)(C)C)CC1)n1cc(CCCCNC(=O)OC(C)(C)C)nn1,-1,-4,7,-1,2,0.2,1,10,-5,4
O=C(NCC(=O)N1CCCCCC1)c1ccc(Cl)cc1,-5,16,8,-7,-3,0.2,-9,-3,3,3
COc1ccc(CN2C(=O)C(CC(=O)NCCN3CCOCC3)CC(C(=O)N(C)C)=C2C)cc1 (stereo not given),8,-3,-8,0,1,0.2,11,-3,1,1
COCCOc1cc(NC(=O)c2sccc2Oc2ccc([N+](=O)[O-])cc2F)c(Cl)cc1Cl,0,12,-4,-8,-3,0.5,9,2,-2,-1
Cc1[nH]c(=S)[nH]c(=O)c1Cc1ccc(OCC(C)C)cc1,0,6,-10,11,1,-0.3,-1,-3,5,0
CCN(CC(=O)Nc1c(F)cccc1F)C(=O)CCCN1C(=O)c2ccccc2C1=O,-7,2,4,13,5,0.4,2,-3,6,5

# (further entries)
SMILES,Tn6 DDE FP,ASAP1 inh,ARFGAP1 inh,HGIII-sPLA2 inh,UHRF1 MBD2 ctr,proKLK7 act,DDE Tn7 FP inh,PLCb3 inh,Rev-erbA mod,PLC-gamma1 inh
Cc1cccc(N2C(=O)/C(=C\c3ccc(C(=O)O)cc3)c3ccccc3C2=O)c1,10,-1,18,-6,-1,-1.0,0,-18,3,-7
Cc1ccccc1NC(=O)CSc1nn2c(=O)c(C)nnc2s1,6,-6,-1,4,-1,0.1,5,-5,-4,1
COc1ccc(Cl)cc1C(=O)OCC(=O)N(CC(C)C)c1c(N)n(Cc2ccccc2)c(=O)[nH]c1=O,3,-12,-2,7,-2,0.3,11,-1,-2,-5
O=C1C=C(c2ccccc2)CC(c2ccc(F)cc2)C1 (stereo not given),2,-3,-14,-1,-2,0.3,6,-3,2,-2
Cc1cccc(S(=O)(=O)c2c(C)cc(C)nc2Cl)c1,1,6,1,0,1,0.2,-5,-1,-4,2
COc1ccc(NC(=O)CSc2nc(O)cc(=O)n2-c2ccccc2)cc1,0,14,-3,0,3,-0.3,-8,-20,-6,4
COc1ccc(-c2nc(C#N)c(N3CCN(c4ccccc4)CC3)o2)cc1,4,-7,-1,4,1,0.1,-3,0,3,1
CN1c2ccccc2C(C)(C)C12C=Nc1c(ccc3ccccc13)O2 (stereo not given),5,13,9,-1,8,0.6,1,-6,0,-3
C=CCNC(=O)c1ccc2c(c1)S(=O)(=O)c1ccccc1C2=O,-4,0,1,5,-3,0.2,-3,0,2,4
CN1CC(=O)N2Cc3[nH]c4ccccc4c3C[C@H]2C1=O,-5,-4,3,4,2,0.6,-4,-1,-3,-2
O=C(CCN1C(=O)C2C3CCC(C3)C2C1=O)OCC(=O)c1ccc(Br)cc1 (stereo not given),5,8,6,1,0,-0.2,-4,-8,4,3
Cc1ccc2[nH]c(=O)c(CN(Cc3cccnc3)Cc3nnnn3CCN3CCOCC3)cc2c1,4,0,8,-1,-1,-1.1,6,-64,5,-63
Cc1ccc(S(=O)(=O)NC2=NCN(CCc3ccccc3)CN2)cc1,3,-8,-2,1,0,-0.1,-1,3,4,-2
Cn1c(=O)cc(OCCCC(=O)Nc2cc(C(F)(F)F)ccn2)c2ccccc21,4,/,/,-4,0,/,1,0,-2,2
C#CCN(Cc1ccco1)C(=O)c1nnc2c3ccccc3n(S(=O)(=O)c3ccc(C)cc3)c2n1,-13,-7,-1,-3,19,-1.2,-4,-22,-13,-17
CCCCN(CCCC)c1cn[nH]c(=O)c1Cl,-2,4,13,-5,-2,-0.1,1,0,-5,0
COC(=O)c1cccc(Nc2ccc([N+](=O)[O-])cn2)c1,4,-10,0,1,-2,0.6,12,-8,-3,0
COc1cccc(/C=N/Nc2nc(Nc3ccc([N+](=O)[O-])cc3)nc(N3CCCC3)n2)c1O,-6,22,3,-3,-3,0.5,-2,1,7,3
COc1ccc(-c2cc(C(=O)N/N=C/c3sccc3C)c3ccccc3n2)c(OC)c1,-12,16,7,0,7,-1.8,0,-74,-1,-64
COc1ccc(CCN(Cc2ccccn2)C(=S)Nc2ccc(C)cc2)cc1OC,0,3,10,9,1,0.6,0,0,-2,5
CCCCCc1nnc(NC(=O)C2CCCO2)s1 (stereo not given),5,2,8,7,2,-0.5,0,0,-4,3
CC(=O)N(c1cccc(Cl)c1)c1nc(C)cc(C)c1C#N,-2,0,6,-5,0,0.0,-9,-7,3,1
CCOC(=O)N1CCN(c2cccc(C)c2C)CC1,4,10,-2,0,4,-0.7,0,8,-1,8
COc1cc(-c2noc(-c3ccccc3C(=O)NCc3ccco3)n2)cc(OC)c1OC,4,-4,5,1,-1,0.9,-2,0,2,8
CCCc1cc(=O)[nH]c2nnc(SCC(=O)Nc3ccc(C(C)=O)cc3)n12,-4,-10,-14,-7,0,0.4,-7,-7,7,-3

# Later entries
SMILES,Tn6 DDE FP,ASAP1 inh,ARFGAP1 inh,HGIII-sPLA2 inh,UHRF1 MBD2 ctr,proKLK7 act,DDE Tn7 FP inh,PLCb3 inh,Rev-erbA mod,PLC-gamma1 inh
O=S(=O)(c1ccc2c(c1)CCN2)N1CCCC1,2,2,-4,5,-1,-0.6,8,1,6,4
Cc1cccc(CCNC(=O)CSc2nc3c([nH]2)c(=O)n(C)c(=O)n3C)c1,1,/,/,4,0,0.3,11,-3,2,-1
NNC(=O)c1cccc(S(=O)(=O)Nc2cc(Cl)ccc2Cl)c1,0,-3,5,-11,-4,0.7,7,-75,-1,-10
O=C(CSc1ccc2nnc(-c3ccccn3)n2n1)Nc1ccc(F)cc1,-8,-3,5,-1,-2,-0.1,-9,-3,-1,1
COc1ccc(S(=O)(=O)N2CCC(Nc3ccccc3Cl)CC2)cc1,-6,7,4,-4,-2,0.0,0,-8,2,-1
CCOC(=O)c1ccc(NC(=S)NC2CC(C)(C)NC(C)(C)C2)cc1,4,13,7,2,-2,0.5,-1,3,-2,0
COc1cccc2c1OC[C@@H](CO)[C@H]2N(C)C(=O)Nc1ccc(Cl)cc1Cl,7,0,2,-8,2,0.4,7,0,2,-1
O=C(COC(=O)c1cc(=O)c2ccccc2o1)NC1CCCCC1,5,1,17,6,9,-0.1,-2,3,-1,-1
CCC(=O)Oc1ccc(C(=O)Nc2ccccc2C(=O)NCC(C)C)cc1,2,5,7,-8,-1,-0.1,-1,-1,-2,-2
CCOC(=O)c1[nH]c(C)c(C(=O)N2CCN(c3ccccc3)CC2)c1C,-1,-3,9,0,0,0.2,-1,-4,2,-2
Cn1c(=O)c2c(nc(NCC3CCCO3)n2Cc2ccccc2)n(C)c1=O (stereo not given),3,-17,6,0,-4,0.0,-3,0,-1,0
CCN(Cc1ccncc1)Cc1c(O)ccc2ccccc12,-6,1,2,-16,-2,-2.4,-10,-14,0,-4
CSCC(C)N1CCC(n2nccc2NC(=O)c2ccccc2C)CC1 (stereo not given),-7,10,-8,-4,0,1.0,-3,-6,-2,1
CC(=O)c1ccc(S(=O)(=O)NCCC(=O)OCC(=O)NCCc2ccccc2)cc1,-7,12,5,1,2,0.1,-5,-9,3,-1
CCCC1=NN(C(=O)Cc2ccc(OC)c(OC)c2)C(O)(C(F)(F)F)C1 (stereo not given),-9,4,4,2,1,-0.4,1,-7,1,1
CCNc1nc(NCC)n2c(SC(C)C(=O)c3ccc(C)cc3)nnc2n1 (stereo not given),13,-2,-2,-1,-1,0.0,4,-3,5,-1
O=C(CC1CC2CCC1C2)NCc1cccs1 (stereo not given),-7,13,-2,0,3,-0.4,-1,-1,-2,0

# Compound profiles (already shown). Screens in order: Tn6 DDE FP	ASAP1 inh	ARFGAP1 inh	HGIII-sPLA2 inh	UHRF1 MBD2 ctr	proKLK7 act	DDE Tn7 FP inh	PLCb3 inh	Rev-erbA mod	PLC-gamma1 inh
# CCCC1=NN(C(=O)Cc2ccc(OC)c(OC)c2)C(O)(C(F)(F)F)C1 (stereo not given) as listed: -9	4	4	2	1	-0.4	1	-7	1	1
# CCC(=O)Oc1ccc(C(=O)Nc2ccccc2C(=O)NCC(C)C)cc1 as listed: 2	5	7	-8	-1	-0.1	-1	-1	-2	-2
# CSCC(C)N1CCC(n2nccc2NC(=O)c2ccccc2C)CC1 (stereo not given) as listed: -7	10	-8	-4	0	1.0	-3	-6	-2	1
